Bioassay records: PubChem BioAssay, Sanford-Burnham Center for Chemical Genomics
Gli-Sufu antag – Gli-Sufu pathway antagonists, primary screen, luciferase luminescence, Sufu-KO-LIGHT cells, uHTS | Sufu-KO-LIGHT fibroblasts, Gli luciferase reporter luminescence | actives 0.74% (n = 340,000) | inhibition, % at 5 µM;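 active = inhibition above about 55%, limit read from the data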;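 note: 0% = DMSO-treated cells and 100% = wells with medium but no cells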
CCR6 antagonist – CCR6 receptor antagonists, primary screen, cell-based, CHO-K1, luminescence, beta-arrestin, uHTS | C-C chemokine receptor type 6 (Homo sapiens), P51684 | AID 493098, 2011 | actives 0.49% (n = 340,000) | CHO-K1 CCR6 PathHunter beta-arrestin, CCL20-stimulated | inhibition, % at 20 µM;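 active = compounds whose inhibition of the agonist-driven luminescence signal at 20 µM reaches about 50%, limit read from the data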;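 note: cells stimulated with CCL20 at 14 nM final; plate controls were DMSO with CCL20 for no effect and DMSO without agonist for full effect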
Target sequence (P51684 whole entry, looked up): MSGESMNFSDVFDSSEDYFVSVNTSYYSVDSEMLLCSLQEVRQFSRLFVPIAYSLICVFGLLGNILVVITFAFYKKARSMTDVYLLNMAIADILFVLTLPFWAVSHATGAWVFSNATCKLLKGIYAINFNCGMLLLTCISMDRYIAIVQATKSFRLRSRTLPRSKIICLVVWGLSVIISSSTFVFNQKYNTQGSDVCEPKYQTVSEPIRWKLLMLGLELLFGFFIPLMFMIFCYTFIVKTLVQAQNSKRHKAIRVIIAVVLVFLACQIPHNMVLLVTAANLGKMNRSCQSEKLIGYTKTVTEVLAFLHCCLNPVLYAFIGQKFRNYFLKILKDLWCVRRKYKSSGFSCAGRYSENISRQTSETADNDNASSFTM
MPTP block – mitochondrial permeability transition pore inhibitors, primary screen, biochemical, isolated mouse mitochondria, absorbance; Ca2+ swelling absorbance, 30 min; inhibition, % at 10 µM; actives 1.4% (n = 360,000); AID 602449, 2012;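 active = inhibition of 50% or more, scaled per plate between neutral and stimulator controls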;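 note: 0% = DMSO wells given calcium and 100% = 1 mM EGTA wells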
APOBEC3G inh – APOBEC3G DNA deaminase inhibitors, primary screen, biochemical, fluorescence, single-stranded DNA substrate, uHTS; DNA dC->dU-editing enzyme APOBEC-3G (Homo sapiens), Q9HC16; recombinant A3G, ssDNA deamination FAM/TAMRA fluorescence; inhibition, % at 20 µM; actives 0.28% (n = 330,000); AID 493012, 2011;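 active = inhibition of at least 40% at 20 µM, with no more than 30% in the related APOBEC3A deaminase screen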;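 note: plate controls were DMSO wells with A3G for no effect and wells lacking A3G enzyme for full effect; some compounds called inactive have numbers as strong as hits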
CXCR6 block – CXCR6 receptor inhibitors, primary screen, cell-based, beta-arrestin, luminescence, CHO-K1 PathHunter, 1536-well | C-X-C chemokine receptor type 6 (Homo sapiens), O00574 | actives 0.36% (n = 360,000) | AID 602244, 2012 | inhibition, % at 20 µM; in the data active = inhibition above about 34%, passing the limit was not always enough;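 note: antagonist mode with CXCL16 agonist at 10 nM final; 0% = 10 nM CXCL16 with DMSO and 100% = unstimulated wells without agonist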
Target sequence (O00574 whole entry, looked up): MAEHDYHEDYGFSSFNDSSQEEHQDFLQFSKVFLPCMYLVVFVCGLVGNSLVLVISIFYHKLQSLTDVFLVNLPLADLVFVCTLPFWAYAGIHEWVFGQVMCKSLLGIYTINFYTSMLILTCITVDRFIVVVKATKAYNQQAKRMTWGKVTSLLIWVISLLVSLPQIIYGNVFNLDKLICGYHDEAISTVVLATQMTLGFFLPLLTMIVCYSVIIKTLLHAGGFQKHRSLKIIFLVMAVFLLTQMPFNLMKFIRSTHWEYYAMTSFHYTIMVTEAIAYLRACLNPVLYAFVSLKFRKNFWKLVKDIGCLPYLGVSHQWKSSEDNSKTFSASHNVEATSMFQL
A3A deaminase – APOBEC3A ssDNA deaminase inhibitors, primary screen, selectivity assay for APOBEC3G inhibitor project, biochemical, FAM/TAMRA oligo cleavage fluorescence. recombinant A3A, FAM/TAMRA ssDNA deamination fluorescence. actives 0.41% (n = 330,000). AID 493011, 2011. inhibition, % at 20 µM;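 active = at least 40% inhibition at 20 µM here, with at most 30% in a related deaminase screen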;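 note: plate controls were A3A with DMSO for no effect and wells lacking A3A enzyme for full effect; some results filed as inactive read as strong as hits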
EBI2 block – EBI2 receptor antagonists, beta-arrestin recruitment, primary screen, cell-based, luminescence, 7a,25-OHC stimulation, uHTS. 7a,25-OHC stimulated. inhibition, % at 5 µM. AID 651636, 2012. actives 0.81% (n = 360,000); in the data active = inhibition above about 38%;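 note: enzyme fragment complementation signal reports receptor beta-arrestin coupling in cells; 0% = agonist plus DMSO wells and 100% = wells without agonist; some results beyond the cut were filed as inactive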
Target sequence (P32249 whole entry, looked up, the tested form may be a part): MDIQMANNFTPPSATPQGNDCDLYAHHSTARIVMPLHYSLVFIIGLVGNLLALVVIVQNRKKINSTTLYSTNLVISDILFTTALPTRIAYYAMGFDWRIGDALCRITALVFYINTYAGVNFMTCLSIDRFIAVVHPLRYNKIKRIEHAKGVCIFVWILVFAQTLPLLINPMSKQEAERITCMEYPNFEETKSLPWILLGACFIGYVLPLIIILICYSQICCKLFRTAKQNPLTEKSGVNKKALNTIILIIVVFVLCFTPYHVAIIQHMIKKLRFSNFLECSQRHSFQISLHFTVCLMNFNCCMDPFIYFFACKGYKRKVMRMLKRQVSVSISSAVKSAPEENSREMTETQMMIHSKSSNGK
GRIN3A LBD mod – binders of NR3A ligand-binding domain, primary screen, biophysical, differential scanning fluorimetry, uHTS | actives 2.5% (n = 340,000) | Glutamate receptor ionotropic, NMDA 3A (GRIN3A) ligand-binding domain | Tm shift relative to glycine control, % at 25 µM | NR3A LBD differential scanning fluorimetry, Tm shift; 0% = protein alone, 100% = glycine-bound protein;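 active = melting temperature shift of at least 10% of the positive control shift, at one fixed dose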
* = called active by the depositor; · = no result given.

SMILES | Gli-Sufu antag | CCR6 antagonist | MPTP block | APOBEC3G inh | CXCR6 block | A3A deaminase | EBI2 block | GRIN3A LBD mod
O=C(CNc1ccc(F)cc1)N/N=C/c1c(O)ccc2ccccc12 | -1 | 10 | 8.9 | -5 | -15 | -4 | 5 | 27*
COc1cc(NC(=O)CN2CCN(c3ccccc3)CC2)c(C)cc1[N+](=O)[O-] | -1 | -15 | 4.1 | 0 | -2 | 4 | -6 | -1
O=C(C1=C[C@H](c2ccc(C(F)(F)F)cc2)C[C@H](OCCCCO)O1)N1CCN(Cc2ccccc2)CC1 | 17 | 2 | -1.2 | 2 | -1 | 3 | 12 | -4
CCCSc1nc2sc3c(c2c(=O)[nH]1)CCN(Cc1ccccc1)C3 | 3 | -10 | -1.0 | 3 | -5 | 0 | 2 | -4
Cc1occc1C(=O)N/N=C/C1=C(N2CCOCC2)C(=C\c2ccc(Cl)cc2Cl)/CC1 | 6 | -4 | 7.6 | -9 | 6 | -4 | 20 | 2
COc1ccc(OC)c(NC(=O)CSc2ccccc2)c1 | 3 | -1 | -1.5 | 3 | 2 | 2 | 0 | 2
Cn1c(CNC(=O)Nc2cccc(Cl)c2)nnc1SCc1ccccc1 | -35 | 8 | 11 | 1 | 0 | 0 | 0 | 1
Cc1ccc(C(=O)N(C)CC(=O)Nc2ccc(N3CCOCC3)cc2)s1 | -12 | 7 | -0.1 | 0 | -5 | 0 | -5 | -2
COc1cccc(-c2cc(C(=O)N3CCN(C(=O)c4ccco4)CC3)[nH]n2)c1 | 4 | -4 | -0.1 | -5 | -4 | -4 | 17 | 0
COCCn1c(CNc2ccc(F)cc2)nnc1SCC(=O)Nc1ccc(OC)cc1OC | 3 | -1 | 0.3 | -3 | -3 | 2 | -7 | -1
Cc1ccc(Cl)cc1NC(=O)COC(=O)c1ccccc1O | 6 | 10 | 0.6 | 2 | 0 | 5 | 3 | 1
CC(COc1ccccc1)N1CCC(CO)(Cc2ccccc2)CC1 (stereo not given) | 14 | 6 | -0.6 | -7 | 7 | 1 | 5 | -1
O=C(/C=C/c1ccccc1)NNC1=NS(=O)(=O)c2ccccc21 | 0 | 10 | -0.5 | 23 | -6 | 2 | 5 | -1
CN1CCN(C(=O)c2ccccc2NC(=O)c2sc3ccccc3c2Cl)CC1 | 15 | 6 | -0.6 | -9 | 13 | -8 | 0 | -1
COc1c(C(=O)NNC(=O)c2ccccc2)csc1Br | -41 | 15 | 0.6 | -5 | -2 | 2 | -6 | 12*
COc1ccc(OC)c2c1C(=O)c1ccccc1C2=O | 12 | -3 | · | 56* | · | -4 | · | -2
CCOc1cc(/C=N/NC(=O)CCn2nnc3ccccc32)ccc1O | 16 | 2 | 0.6 | 3 | 2 | -2 | 0 | -1
Cc1c(NC(=O)c2ccc(C(=O)Nc3c(C)n(C)n(-c4ccccc4)c3=O)cc2)c(=O)n(-c2ccccc2)n1C | · | 9 | 1.4 | -4 | -1 | -6 | -5 | -5
COc1ccc(N2CCN(C(c3cccs3)C(C)NC(=O)C(=O)N3CCCCC3)CC2)cc1 (stereo not given) | 1 | 5 | -1.2 | 7 | 4 | -3 | -3 | -3
CC1=C(C)CC(C(=O)NCCc2ccc(F)cc2)C(C(=O)O)C1 (stereo not given) | -7 | -1 | -0.6 | 12 | -2 | -5 | -11 | 2
O=C(COC(=O)/C=C/c1ccc(F)cc1)NC1CCS(=O)(=O)C1 (stereo not given) | -1 | 6 | -1.1 | -4 | 8 | 1 | -7 | 0
Cc1ccc(-c2nc(NC(=O)c3cc(C(C)(C)C)nn3C)sc2C)cc1Cl | 7 | 4 | 2.5 | 3 | 1 | 3 | 25 | 1
CC1CCN(S(=O)(=O)c2ccc3c(c2)N(CC(=O)NCCCN(Cc2ccccc2)C(C)C)C(=O)CO3)CC1 | 30 | 33 | -1.1 | -4 | 6 | -6 | -3 | -2
CC1(c2ccccc2)NC(=O)N(CC(=O)Nc2ccccc2N2CCCC2)C1=O (stereo not given) | -4 | 9 | -0.1 | 0 | -2 | -1 | -11 | -1
CC(C)CNC(=O)C(=O)NCC(c1ccc2c(c1)OCO2)N1CCOCC1 (stereo not given) | -6 | 13 | -0.4 | 2 | -14 | 1 | 3 | -2
Cc1cc(OC(C)C(=O)NNC(=O)Nc2ccc(F)cc2F)cc(C)c1Cl (stereo not given) | 2 | 7 | -1.0 | 9 | -3 | -1 | 6 | -3
CCCc1nnc(NC(=O)CCC(=O)NCc2ccccc2OC)s1 | -1 | -3 | -1.0 | -6 | 1 | 0 | -9 | -1
O=C(CSc1nnc2ccccn12)NNC(=O)c1cccc([N+](=O)[O-])c1 | 6 | 7 | -1.2 | -6 | -8 | -1 | -23 | 2
CCc1cc(=O)oc2c3c(cc(OCC(=O)NCc4ccccn4)c12)OC(C)(C)CC3 | 5 | 4 | 0.1 | -1 | 2 | -2 | 15 | -4
COc1ccc(-c2nnc(SCc3c(C)noc3C)n2N)cc1OC | 9 | 3 | -0.2 | -4 | 2 | 2 | -4 | 0
Cc1ccc(C(=O)OCC(=O)N2CC(=O)Nc3ccccc32)s1 | -3 | -1 | 0.2 | -2 | 0 | -1 | 3 | 0
CCN1CCn2c3c(c4cc(Br)ccc42)CCCC31 (stereo not given) | 2 | 9 | 3.6 | -4 | -8 | -3 | 0 | 2
Cc1ccc(-c2nn(CC(=O)Nc3ccc4c(c3)nc3n4CCOC3)c(=O)c3ccccc23)cc1 | -47 | -20 | 0.8 | 1 | -2 | 1 | 10 | 0
Nc1ccc(C#Cc2ccc3c(=O)c4ccccc4oc3c2)cc1 | -63 | 13 | 1.0 | -13 | 1 | -2 | 18 | -4
O=C(C1=C[C@@H](c2ccc(Br)cc2)C[C@@H](OCCCCO)O1)N1CCOCC1 | -12 | -2 | 0.2 | -4 | -8 | 0 | 4 | -1
CCOc1ccccc1CN1CCNC(=O)C1CC(=O)N(C)C1CCOCC1 (stereo not given) | 7 | -5 | -1.8 | -12 | 3 | -5 | -7 | 0
CCCCn1nc2cc(C(=O)NCc3ccco3)ccc2c1OCC | -5 | -5 | -0.8 | -9 | -5 | -3 | -17 | 2
CCc1ccccc1OCC(=O)Nc1ccc(N2CCCC2)cc1C | -4 | 20 | -0.1 | 3 | 0 | -1 | -8 | -4
Cc1cc(C)c2cc(C(=O)N3CCc4ccccc4C3)[nH]c2c1 | -12 | 7 | 6.7 | -4 | -1 | -4 | 8 | -2
CS(=O)(=O)Nc1ccccc1C(=O)NCc1ccccc1Cl | -5 | 0 | -1.2 | -5 | -4 | -3 | 11 | -2
Cc1cc(C)cc(C(=O)Nc2cccnc2)c1 | 1 | 10 | -0.2 | -7 | -9 | -9 | 4 | 0
COc1ccc(-c2oc3ccc(-c4ccc5c(c4)OCO5)cc3c2-c2ccc(OC)nc2)cc1 | 5 | 4 | 0.8 | -4 | -7 | -2 | 8 | -1
Cc1c(C(=O)NNc2cc(=O)n(C)c(=O)n2C)cccc1[N+](=O)[O-] | -11 | 15 | -1.6 | 2 | 5 | 0 | 6 | -15
Cc1nonc1NC(=O)CSc1nc2c(C)cccc2cc1C#N | -17 | 8 | 3.0 | -15 | -2 | -2 | 2 | -9
COc1ccc(CS(=O)/C(Cl)=C(/Cl)C(=O)Nc2ccc(OC)nc2)cc1 (stereo not given) | 68* | 95* | · | -1 | · | 1 | · | -1
CCOc1ccc(C(=O)Nc2ccccc2NC(C)=O)cc1OCC | 6 | 0 | -1.2 | -2 | 3 | 1 | 4 | 0
CSc1ccccc1NC(=O)c1cnc2n(c1=O)CCS2 | -10 | 9 | -1.1 | -9 | 7 | -1 | -6 | 0
O=C(NCCN1CCOCC1)/C(=C\c1ccccc1F)NC(=O)c1ccccc1 | -19 | 6 | -1.6 | 4 | -4 | 0 | 5 | 4
CCOc1ccc(NC(=O)CCNS(=O)(=O)c2cccc3nonc23)cc1 | 1 | -2 | 0.5 | -2 | -2 | 16 | 1 | -3
CCOc1cc(C(=O)NC(=S)Nc2nc(C)cc(C)n2)cc(OCC)c1OCC | 10 | 20 | 1.0 | -9 | 13 | -6 | 4 | 1

13 entries from above, arranged by length of the SMILES, falling.
SMILES | Gli-Sufu antag | CCR6 antagonist | MPTP block | APOBEC3G inh | CXCR6 block | A3A deaminase | EBI2 block | GRIN3A LBD mod
COc1ccc(-c2oc3ccc(-c4ccc5c(c4)OCO5)cc3c2-c2ccc(OC)nc2)cc1 | 5 | 4 | 0.8 | -4 | -7 | -2 | 8 | -1
O=C(C1=C[C@@H](c2ccc(Br)cc2)C[C@@H](OCCCCO)O1)N1CCOCC1 | -12 | -2 | 0.2 | -4 | -8 | 0 | 4 | -1
Cc1c(C(=O)NNc2cc(=O)n(C)c(=O)n2C)cccc1[N+](=O)[O-] | -11 | 15 | -1.6 | 2 | 5 | 0 | 6 | -15
COc1ccc(CS(=O)/C(Cl)=C(/Cl)C(=O)Nc2ccc(OC)nc2)cc1 (stereo not given) | 68* | 95* | · | -1 | · | 1 | · | -1
CCOc1cc(C(=O)NC(=S)Nc2nc(C)cc(C)n2)cc(OCC)c1OCC | 10 | 20 | 1.0 | -9 | 13 | -6 | 4 | 1
O=C(NCCN1CCOCC1)/C(=C\c1ccccc1F)NC(=O)c1ccccc1 | -19 | 6 | -1.6 | 4 | -4 | 0 | 5 | 4
CCOc1ccc(NC(=O)CCNS(=O)(=O)c2cccc3nonc23)cc1 | 1 | -2 | 0.5 | -2 | -2 | 16 | 1 | -3
CCOc1ccccc1CN1CCNC(=O)C1CC(=O)N(C)C1CCOCC1 (stereo not given) | 7 | -5 | -1.8 | -12 | 3 | -5 | -7 | 0
Cc1cc(C)c2cc(C(=O)N3CCc4ccccc4C3)[nH]c2c1 | -12 | 7 | 6.7 | -4 | -1 | -4 | 8 | -2
CCOc1ccc(C(=O)Nc2ccccc2NC(C)=O)cc1OCC | 6 | 0 | -1.2 | -2 | 3 | 1 | 4 | 0
Cc1nonc1NC(=O)CSc1nc2c(C)cccc2cc1C#N | -17 | 8 | 3.0 | -15 | -2 | -2 | 2 | -9
CSc1ccccc1NC(=O)c1cnc2n(c1=O)CCS2 | -10 | 9 | -1.1 | -9 | 7 | -1 | -6 | 0
Cc1cc(C)cc(C(=O)Nc2cccnc2)c1 | 1 | 10 | -0.2 | -7 | -9 | -9 | 4 | 0

(next part)
SMILES | Gli-Sufu antag | CCR6 antagonist | MPTP block | APOBEC3G inh | CXCR6 block | A3A deaminase | EBI2 block | GRIN3A LBD mod
Cn1c(N)c(N2CCCCC2)c(=O)n(CC(=O)Nc2ccc(Cl)c(Cl)c2)c1=O | -3 | 7 | 6.3 | -2 | -1 | -1 | -8 | -2
CCC(C(=O)NC1CCCC1)N(Cc1ccco1)C(=O)CNS(=O)(=O)c1ccccc1 (stereo not given) | 21 | 12 | -1.2 | -9 | 0 | -6 | -18 | 1
N#Cc1cc2cc3c(cc2nc1N1CCCCC1)OCCO3 | -26 | -24 | -0.3 | -5 | -22 | -2 | 25 | 2
COc1ccc(/C=N/NC(=O)CCc2c(C)n[nH]c2C)cc1OC | 6 | -7 | 0.1 | 0 | -1 | 0 | 0 | 0
